KCC2 mod – KCC2 cotransporter modulators, thallium flux, primary screen, cell-based, HEK293 KCC2, FluoZin-2 fluorescence, MLSMR. KCC2 cells, thallium flux FluoZin-2 fluorescence. AID 1456, 2008. B-score of Tl+ flux slope (higher = more flux/activation; lower = inhibition) at 10 µM. Solute carrier family 12 member 5 (Homo sapiens), Q9H2X9. 190,000 tested, 2.2% active;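 active = thallium flux slope and its plate-corrected score both differing from the plate sample mean at a set confidence after two filtering rounds, in either direction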;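 also: slope of fluorescence scaled to starting intensity during 10 to 20 s after thallium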
Rad51 HR inh – human RAD51 strand exchange inhibitors, primary screen, biochemical, fluorescence; 200,000 tested, 0.085% active; hRad51 DNA strand exchange, fluorescence dequenching; inhibition, % at 10 µM; DNA repair protein RAD51 homolog 1 (Homo sapiens), Q06609; AID 1385, 2008;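 active = inhibition above 40% at the single screening dose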;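 also: 0% = DMSO control wells and 100% = blanks with heterologous ssDNA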
Target sequence (Q06609 whole entry, looked up): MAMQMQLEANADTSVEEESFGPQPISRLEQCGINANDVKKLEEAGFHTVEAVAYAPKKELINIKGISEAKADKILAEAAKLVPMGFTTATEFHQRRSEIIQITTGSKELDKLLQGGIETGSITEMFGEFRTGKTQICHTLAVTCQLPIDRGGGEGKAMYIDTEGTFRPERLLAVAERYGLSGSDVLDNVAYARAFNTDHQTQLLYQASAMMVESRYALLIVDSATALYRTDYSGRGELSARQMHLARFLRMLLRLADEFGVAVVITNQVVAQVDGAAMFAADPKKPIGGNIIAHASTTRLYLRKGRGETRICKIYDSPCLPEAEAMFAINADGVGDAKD
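Assay system: Human Rad51 nucleoprotein filaments preassembled on unlabelled ssDNA | Reagent: Donor/quencher-labelled 47-bp dsDNA substrate | Doses: One concentration, 10 µM final | Times: 37 °C 15-min filament assembly, 30-min compound preincubation, 15-min exchange | Technique: Fluorescein emission 520 nm, excitation 485 nm | Benchmarks: Plate control and blank wells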
L929 necroptosis – inhibitors of zVAD-triggered necroptosis, primary screen, L929 cells | L929 zVAD necroptosis rescue, ATP luminescence, 24 h; with zVAD 60 µM | viability rescue, % at 10 µM | 220,000 tested, 0.38% active;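 active = activation, scaled between plate controls, above about 75%, limit read from the data; inactive = activation under that limit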;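 also: 0% = zVAD with DMSO and 100% = DMSO alone without zVAD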
Thrombin inh – human alpha-thrombin inhibitors, primary screen, counter-screen for coagulation protease inhibitor project, biochemical, 1536-well, fluorogenic AMC substrate. inhibition, % at 5 µM. Boc-VPR-AMC fluorogenic substrate cleavage. Prothrombin (Homo sapiens), P00734. AID 1046, 2008. 220,000 tested, 0.26% active;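 active = inhibition at or above 40%; inactive = inhibition below 40%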;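 also: 0% = enzyme with no compound and 100% = wells without enzyme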
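Test system: human alpha-thrombin protein / Dosing: one concentration per compound, 5 µM, with 0.2% DMSO / Medium: pH 7.5 Tris-saline with Tween 20 / Benchmarks: no-compound enzyme wells and no-enzyme blanks / Read-out basis: percent inhibition of thrombin substrate cleavage / Timing: reaction at room temperature / Measured by: fluorescence, ex 355 nm, em 460 nm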
TNF death inh – inhibitors of TNF-alpha triggered necroptosis, primary screen, cell-based, Jurkat FADD-/-, single concentration | Jurkat FADD-/- TNF necroptosis rescue, ATP luminescence, 24 h; 0 = TNF only, 100 = no-TNF cells | activation (protection from cell death), % at 10 µM | 220,000 tested, 0.068% active;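 active = activation, meaning protection from cell death, of at least 50% relative to plate controls; inactive = activation below 50%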;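 also: necroptosis triggered by 40 ng/mL TNF-alpha added together with compound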
hK5 inh – human KLK5 protease inhibitors, primary screen, biochemical, 1536-well; recombinant hK5, fluorogenic AMC substrate cleavage; inhibition, % at 5 µM; 210,000 tested, 0.59% active;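 active = inhibition of 40% or more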;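 also: 0% = enzyme controls without compound and 100% = no-enzyme blanks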
Target sequence (Q9Y337 67-293 limits assumed): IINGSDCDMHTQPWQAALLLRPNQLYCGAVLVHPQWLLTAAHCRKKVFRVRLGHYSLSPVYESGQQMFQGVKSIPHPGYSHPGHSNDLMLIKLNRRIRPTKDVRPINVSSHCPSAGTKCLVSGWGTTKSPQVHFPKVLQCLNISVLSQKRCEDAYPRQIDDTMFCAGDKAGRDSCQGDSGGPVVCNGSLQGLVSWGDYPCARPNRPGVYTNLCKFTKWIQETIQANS
FXIa inh – human FXIa protease inhibitors, primary screen, biochemical, 1536-well; Coagulation factor XI (Homo sapiens), P03951; purified FXIa, Boc-Glu-Ala-Arg-AMC fluorogenic substrate; inhibition, % at 5 µM; 220,000 tested, 0.14% active;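 active = inhibition of at least 40%; inactive = inhibition below 40%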;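 also: fluorescence of freed AMC excited at 355 nm; 0% = enzyme without compound and 100% = no enzyme blank; many of its hits are not listed in these tables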
FXIIa inh 1536 – human FXIIa protease inhibitors, primary screen, biochemical, 1536-well; Coagulation factor XII (Homo sapiens), P00748; purified FXIIa, Boc-QGR-AMC fluorogenic substrate, 2 h; inhibition, % at 5 µM; 220,000 tested, 0.3% active; AID 800, 2007; in the data active = inhibition above about 40%;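 also: 0% = enzyme with no compound and 100% = blank without enzyme; many of its hits are not listed in these tables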
Hck-Nef inh – inhibitors of Nef-activated human Hck kinase, primary screen, biochemical, Z-Lyte FRET, 384-well, Hck-YEEI; inhibition, % at 20 µM; Tyrosine-protein kinase HCK (Homo sapiens), P08631; 220,000 tested, 0.68% active; Recombinant Hck-YEEI plus Nef, Z-Lyte FRET kinase assay;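 active = Hck-Nef kinase inhibition above about 50%, limit read from the data; inactive = inhibition below that limit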;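 also: 0% = DMSO with Hck plus Nef and 100% = Hck alone without Nef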
Target sequence (P08631 whole entry, looked up): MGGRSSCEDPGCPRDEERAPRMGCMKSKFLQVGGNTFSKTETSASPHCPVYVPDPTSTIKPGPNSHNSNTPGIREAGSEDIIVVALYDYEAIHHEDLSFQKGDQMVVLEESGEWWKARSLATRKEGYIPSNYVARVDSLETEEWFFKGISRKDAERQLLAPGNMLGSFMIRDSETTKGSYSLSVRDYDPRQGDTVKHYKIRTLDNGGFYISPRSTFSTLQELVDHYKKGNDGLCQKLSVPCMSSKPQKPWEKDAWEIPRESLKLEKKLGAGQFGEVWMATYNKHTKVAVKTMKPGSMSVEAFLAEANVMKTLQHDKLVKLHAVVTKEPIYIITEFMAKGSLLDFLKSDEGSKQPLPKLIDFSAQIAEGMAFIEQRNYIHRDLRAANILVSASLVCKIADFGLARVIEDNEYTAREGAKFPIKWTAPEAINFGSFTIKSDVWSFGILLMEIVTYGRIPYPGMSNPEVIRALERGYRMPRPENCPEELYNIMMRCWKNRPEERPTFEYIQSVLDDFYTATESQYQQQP
Numbers without * were called inactive; . = not tested or not shown.

SMILES	KCC2 mod	Rad51 HR inh	L929 necroptosis	Thrombin inh	TNF death inh	hK5 inh	FXIa inh	FXIIa inh 1536	Hck-Nef inh
O=C(NCCCN1CCCC1)c1cc2c(Cl)nc3ccccc3c2s1	-0.028	19	67	1	3.5	-8	-3	16	16
CCCCNC(=O)CN1C(=O)NC2NC(=O)NC21 (stereo unspecified)	-0.6	-2	0.2	-3	-0.7	-16	8	14	0
Cc1nnc(N/N=C/C(C)c2ccccc2)[nH]c1=O (stereo unspecified)	0.18	.	0.6	-7	1.2	1	2	9	-8
O=C(Cn1nnc(-c2cccs2)n1)N1CCOCC1	-0.079	1	1.6	3	-0.4	-17	-5	0	-5
O=C1NC(CCc2ccccc2)C(=O)N1Cc1ccccc1Cl (stereo unspecified)	0.044	6	-0.6	-10	2.5	-5	3	8	1
Cc1cccc(OCC(=O)N2CCN(C(=O)c3cccs3)CC2)c1	-0.063	-1	0.7	3	-2.1	5	3	-7	2
CCOc1ccc(S(=O)(=O)N(C)c2ccc(OCC(=O)NCc3cccnc3)cc2)cc1	-0.1	-1	0.7	-5	0.1	-1	-4	3	-3
COc1ccc(-c2[nH]ncc2CN2CCCO2)cc1F	1.1	.	-0.6	-1	1.1	.	-2	7	2
CCC(=O)NC(=S)Nc1ccc(NC(=O)c2ccccc2[N+](=O)[O-])cc1	-0.15	2	0.6	-8	4.1	-5	-6	-4	0
CCOc1ccc(NS(=O)(=O)c2ccc3c(c2)CCN3C(=O)CCC(=O)O)cc1	.	-4	1.2	22	0.0	25	-10	20	0
COc1cc(/C=N/NC(=O)c2ccc3nc[nH]c3c2)cc(OC)c1OC	0.54	19	1.4	2	3.7	-5	-4	7	10
O=C1CC(c2ccccc2)CC(O)=C1C=Nc1ccccc1O (stereo unspecified)	0.028	4	1.1	-15	12	-4	-1	8	18
CC(=O)NC1C(=O)Nc2c(C)cc(C)cc21 (stereo unspecified)	0.75	-6	0.0	4	-1.4	-2	4	12	-1
Cc1ccc(S(=O)(=O)N2CCCC(C(=O)NNCC(=O)Nc3cc(F)ccc3F)C2)cc1 (stereo unspecified)	-1.3	11	1.2	4	-1.0	-12	0	-1	-8
CCOC(=O)C(C)N1C(=O)S/C(=C/c2cc(C)n(-c3ccncc3)c2C)C1=O (stereo unspecified)	0.035	-5	-1.5	-16	-1.6	-2	-6	1	17
CCCc1cc(=O)n2[nH]c(-c3cc(OC)c(OC)c(OC)c3)nc2n1	0.19	-5	0.9	3	0.6	-14	-1	8	-2
CC(C)N(CCCNC(=O)C1CCN(S(=O)(=O)N2CCOCC2)CC1)Cc1ccccc1	0.03	.	0.1	13	0.6	12	4	25	0
CCOc1ccc(S(=O)(=O)Nc2ccccn2)c2ccccc12	0.24	-7	0.0	-2	-0.3	-15	-1	5	1
CCOC(=O)CCc1c(C)c2ccc(OCc3nn[nH]n3)c(C)c2oc1=O	0.03	0	0.2	2	0.9	-33	8	17	0
Cc1nccn1CC(=O)N/N=C/c1cc(Br)cs1	1	.	0.2	-7	6.4	2	0	5	17
Cc1ccc(OC(=O)CCC(=O)OCCCC(F)(F)C(F)(F)F)cc1	-0.59	-1	-0.2	13	-5.5	27	6	19	1
O=C(O)CNC(=O)/C(=C/c1cccc([N+](=O)[O-])c1)NC(=O)c1ccco1	-0.065	-8	1.7	16	0.9	1	-7	-2	1
O=C(Nc1ccc(F)cc1F)c1cccn1-c1ncc(C(F)(F)F)cc1Cl	.	-2	-0.2	4	-2.0	-13	5	14	-1
CC(C)(C)OC(=O)NCC12C=CC(O1)C1C(=O)N(Cc3ccccc3)C(=O)C12 (stereo unspecified)	0.11	2	0.6	-2	-3.3	-6	-4	6	5

Complete entries as entered above. Screens in order: KCC2 mod, Rad51 HR inh, L929 necroptosis, Thrombin inh, TNF death inh, hK5 inh, FXIa inh, FXIIa inh 1536, Hck-Nef inh
Shown for `Cc1nnc(N/N=C/C(C)c2ccccc2)[nH]c1=O` (stereo unspecified) : 0.18, ., 0.6, -7, 1.2, 1, 2, 9, -8
Shown for `O=C(Cn1nnc(-c2cccs2)n1)N1CCOCC1` : -0.079, 1, 1.6, 3, -0.4, -17, -5, 0, -5
Shown for `CCOc1ccc(S(=O)(=O)N(C)c2ccc(OCC(=O)NCc3cccnc3)cc2)cc1` : -0.1, -1, 0.7, -5, 0.1, -1, -4, 3, -3
Shown for `O=C(NCCCN1CCCC1)c1cc2c(Cl)nc3ccccc3c2s1` : -0.028, 19, 67, 1, 3.5, -8, -3, 16, 16

Other compounds follow:
SMILES	KCC2 mod	Rad51 HR inh	L929 necroptosis	Thrombin inh	TNF death inh	hK5 inh	FXIa inh	FXIIa inh 1536	Hck-Nef inh
O=C/C(=C\Nc1ccc(S(=O)(=O)CCO)cc1)c1nc2cc(Cl)ccc2o1	-0.13	-6	6.4	-7	-4.6	-7	2	5	-7
C=CCN1C(=O)C(CC(=O)O)SC1=Nc1ccc(N=Nc2ccccc2)cc1 (stereo unspecified)	-0.92	.	0.3	0	0.0	21	5	13	13
COc1ccc(-n2c(CCc3ccccc3)nnc2SCC(=O)NCc2ccccc2)cc1	-2	-6	1.6	6	1.2	7	1	16	1
COCCNS(=O)(=O)c1ccc2c(c1)oc(=O)c1cc(S(=O)(=O)NCCOC)ccc12	.	.	2.5	-1	0.5	3	-5	9	6
Cc1ccc(S(=O)(=O)c2c(N)n(/N=C/c3ccco3)c3nc4ccccc4nc23)cc1C	-0.019	-32	-0.4	2	-1.7	-3	3	6	6
Cc1ccnc(NC(=O)c2cccc(NC(=O)COc3ccccc3)c2)c1	-1.4	7	0.2	-1	-3.3	-15	-5	8	1
CCN1CCN(c2nc(Nc3ccc(C)c(C)c3)nc(N)c2[N+](=O)[O-])CC1	0.25	4	2.1	-6	2.2	-2	3	9	1
CCN(CC)C(=O)CSc1nc2ncc(Cl)cc2[nH]1	1.4	-9	0.6	-9	1.5	-21	-3	3	2
CCCn1c(=O)[nH]c2ccccc21	0.082	-12	-0.4	2	-1.2	1	8	20	0
CCCCn1nnc(NC(=O)c2ccc(-c3ccccc3[N+](=O)[O-])o2)n1	-1.6	26	75	-3	0.8	-11	-6	-3	-4
COc1cc(/C=N/n2c(-c3cc(C)[nH]n3)n[nH]c2=S)ccc1O	-1.3	.	-0.2	-4	0.8	4	2	11	15
Cc1ccc(C(c2nnnn2CS(=O)(=O)c2ccc(C)cc2)N2CCN(c3ncccn3)CC2)cc1 (stereo unspecified)	-0.19	-1	-0.2	0	-3.1	-10	5	12	1
Cc1ccc(S(=O)(=O)N2CCC(c3nc4c(nnn4Cc4ccccc4)c(=O)[nH]3)CC2)cc1	-2.6	.	0.6	-6	-1.8	2	0	8	18
CCN(CC)S(=O)(=O)c1cc(NC(=O)c2cc(-c3ccccn3)nc3ccccc23)ccc1C	-0.89	0	23	-6	-2.9	-2	-4	5	-18
C/C(=N\NC(=O)Cn1nc(C)c([N+](=O)[O-])c1C)c1ccco1	-0.32	17	0.6	-2	3.4	3	2	12	23
COc1ccc(CN(C(=O)c2cc3ccccc3oc2=O)C2CCS(=O)(=O)C2)cc1 (stereo unspecified)	0.35	.	-0.3	-11	2.7	-1	-3	3	7
COc1ccc(S(=O)(=O)N(C)CC(=O)N2CCN(Cc3ccccc3)CC2)cc1C	-4.1*	4	1.0	-6	-2.5	-19	6	17	-21
Cc1ccc(OC(=O)CCc2c(C)nc3ncnn3c2C)cc1	0.33	-4	-0.4	-5	-5.8	4	-1	12	-1
COc1ccc(N(CC(=O)N2CCN(C)CC2)S(C)(=O)=O)cc1OC	.	-4	1.3	-2	-0.1	-13	14	37	1
COc1ccccc1NC(=O)c1sc2ncn(Cc3cccc(C)c3)c(=O)c2c1C	.	2	0.5	100*	-1.8	44*	7	6	3
Cc1ccc(OCCCCn2cnc3ccccc32)cc1	0.23	-6	1.0	-3	-0.5	-20	-6	-5	0
CCNC(=O)c1cc2ccccc2o1	1.2	.	.	-4	0.7	-12	-3	5	1
CCSC(C)CC1C/C(=N/O)c2c(C)noc2C1 (stereo unspecified)	0.25	-5	0.2	-2	0.0	0	3	10	0
N#CC1=C(N)Oc2c(ccc3cccnc23)C1c1ccncc1 (stereo unspecified)	0.21	13	1.0	1	-5.7	-2	-1	10	4
Cc1sc(NC(=O)c2ccco2)c(CN2CCC(C)CC2)c1C	-0.68	9	0.8	-5	1.1	-6	-4	-2	9
CCOC(=O)C1C(=O)C(C(=O)OCC)C(c2cccnc2)NC1c1cccnc1 (stereo unspecified)	0.51	0	-0.5	4	-4.1	0	17	27	0
COC(=O)c1cc(=O)n(C2CC2)c(=NC2CC2)s1	-0.21	7	-0.5	-2	0.6	-6	0	16	3
Cc1ccc(S(=O)(=O)Cn2nnnc2C(C(C)C)N2CCSCC2)cc1 (stereo unspecified)	.	6	0.2	3	-1.0	0	3	17	0
C=CCNC(=S)NNC(=O)c1cccnc1	-0.64	-2	-0.7	-6	2.0	-1	-1	7	22
COc1ccc(/C=C/C(=O)NCC(c2ccc(F)cc2)N2CCOCC2)cc1OC (stereo unspecified)	-0.47	.	-0.9	3	0.2	3	4	10	15
O=C(CSc1nc(-c2ccc(F)cc2)cc(C(F)(F)F)n1)NCCN1CCOCC1	1.4	2	0.5	-5	-0.5	-9	-8	5	8
CC1Cc2ccccc2N1C(=O)CCN1C(=O)C2C3C=CC(C3)C2C1=O (stereo unspecified)	-2.3	4	0.1	-1	0.3	-10	-1	18	2
CCN(CC)c1ccc(C=O)c(OC)c1	-0.52	-3	2.5	-2	-0.6	7	1	7	33
CCc1cc2c(=O)[nH]c(-c3ccccn3)nc2s1	1.9	.	53	-4	-20	-55	0	1	8
Cc1cc(S(=O)(=O)N2CCCC2C(=O)N2CCOCC2)c(C)cc1Cl (stereo unspecified)	.	-3	-0.3	7	0.0	1	8	21	0
COc1ccccc1-n1c(SC)nc(O)cc1=O	0.98	2	1.1	-8	1.5	-24	-2	6	5
CC(C)c1ccc(OC(=O)NCCO)cc1	.	6	0.1	7	0.5	-11	10	32	-2
COc1ccc(CCn2c(NCCCN3CCOCC3)nc3c2c(=O)[nH]c(=O)n3C)cc1	0.019	1	0.5	0	0.3	2	9	14	1
CCCn1c(NC(=O)c2ccc(Br)cc2)nc2ccccc21	1.1	-2	0.6	-4	0.0	-127	-15	-1	-2
COc1cccc(-c2csc(N3CCN(C(=O)Nc4ccccc4Cl)CC3)n2)c1	-0.95	1	6.5	-4	1.0	1	-2	8	22
O=C(O)CC1CCCC(c2ccccc2)C1=O (stereo unspecified)	-0.58	3	-0.1	-1	-0.4	-8	4	13	1

Assay outcomes as filed in PubChem.

A portion of the library. The share of hits here may be higher or lower than overall.
